Screens from PubChem BioAssay.
MPTP inh: blocks calcium-induced mitochondrial swelling; isolated mouse mitochondria, Ca2+ swelling absorbance, 30 min; hit rate 1.4% among 360,000; inhibition, % at 10 µM;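 active = inhibition of 50% or more, scaled per plate between neutral and stimulator controls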;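 note: 0% = DMSO wells given calcium and 100% = 1 mM EGTA wells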
SENP7 inh: blocks the human protease SENP7; Q9BQF6; recombinant SENP7, Z-RLRGG-aminoluciferin luminescence, 40 min; inhibition, % at 5 µM; hit rate 1.5% among 330,000; AID 434973;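 active = inhibition above about 50% at the single test dose, limit read from the data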;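 note: plate controls were DMSO with enzyme for no effect and no enzyme buffer wells for full effect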
Target sequence (Q9BQF6 706-1050 limits assumed): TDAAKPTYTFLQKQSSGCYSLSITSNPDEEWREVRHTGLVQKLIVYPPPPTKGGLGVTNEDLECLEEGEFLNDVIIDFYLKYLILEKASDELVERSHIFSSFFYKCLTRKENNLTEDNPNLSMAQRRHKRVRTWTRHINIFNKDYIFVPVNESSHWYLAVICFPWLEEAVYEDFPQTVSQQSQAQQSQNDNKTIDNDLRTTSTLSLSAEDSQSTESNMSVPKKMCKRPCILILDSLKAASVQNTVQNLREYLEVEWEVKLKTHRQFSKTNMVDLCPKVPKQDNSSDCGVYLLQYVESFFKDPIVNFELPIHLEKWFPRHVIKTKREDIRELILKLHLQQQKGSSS
HKDC1 inhibitor: HKDC1 (human) hexokinase inhibition; Q2TB90; recombinant HKDC1, G6PDH/diaphorase resazurin coupled fluorescence; inhibition, % at 20 µM; hit rate 0.16% among 340,000;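 active = inhibition above about 35% when tested at 20 µM, limit read from the data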;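 note: plate controls were DMSO wells with enzyme for no effect and DMSO wells lacking enzyme for full effect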
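Assay system: recombinant HKDC1 hexokinase; detection: coupled resazurin fluorescence, excitation 525 nm, emission 613 nm; benchmarks: DMSO-plus-enzyme-mix negative control, buffer-substituted positive control; compound dosing: single 20 µM dose; schedule: 90 min at room temperature in dark; also added: glucose plus 1 mM ATP as hexokinase substrates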
SENP8 block: blocks human SENP8 cleavage of Nedd8 substrate; inhibition, % at 20 µM; recombinant SENP8, Nedd8 substrate fluorescence; Q96LD8; hit rate 0.64% among 360,000; in the data active = inhibition mostly above about 40%, no sharp cut-off; inactive = mostly below about 27%
Target sequence (Q96LD8 whole entry, looked up): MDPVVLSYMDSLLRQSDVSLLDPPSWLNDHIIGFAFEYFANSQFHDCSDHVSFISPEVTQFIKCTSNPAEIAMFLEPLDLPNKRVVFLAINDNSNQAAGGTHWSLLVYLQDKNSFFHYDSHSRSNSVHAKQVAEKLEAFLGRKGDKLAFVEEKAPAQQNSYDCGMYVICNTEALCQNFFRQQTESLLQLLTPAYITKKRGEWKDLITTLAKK
ATG4B inhibitor: ATG4B (human) cysteine protease inhibition. AID 504462. hit rate 0.51% among 340,000. ATG4B cleavage of LC3-PLA2, NBD-HPC fluorescence, 1 h. inhibition, % at 8.33 µM; in the data active = inhibition above about 40%
SENP6 block: SENP6 protease inhibition. Q9GZR1. Recombinant SENP6 catalytic domain, aminoluciferin luminescence. inhibition, % at 10 µM. hit rate 1.8% among 330,000;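 active = inhibition above about 50% at the single tested dose, limit read from the data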;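 note: plate controls were DMSO wells with enzyme for no effect and DMSO wells lacking enzyme for full effect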
Target sequence (Q9GZR1 628-1112 limits assumed): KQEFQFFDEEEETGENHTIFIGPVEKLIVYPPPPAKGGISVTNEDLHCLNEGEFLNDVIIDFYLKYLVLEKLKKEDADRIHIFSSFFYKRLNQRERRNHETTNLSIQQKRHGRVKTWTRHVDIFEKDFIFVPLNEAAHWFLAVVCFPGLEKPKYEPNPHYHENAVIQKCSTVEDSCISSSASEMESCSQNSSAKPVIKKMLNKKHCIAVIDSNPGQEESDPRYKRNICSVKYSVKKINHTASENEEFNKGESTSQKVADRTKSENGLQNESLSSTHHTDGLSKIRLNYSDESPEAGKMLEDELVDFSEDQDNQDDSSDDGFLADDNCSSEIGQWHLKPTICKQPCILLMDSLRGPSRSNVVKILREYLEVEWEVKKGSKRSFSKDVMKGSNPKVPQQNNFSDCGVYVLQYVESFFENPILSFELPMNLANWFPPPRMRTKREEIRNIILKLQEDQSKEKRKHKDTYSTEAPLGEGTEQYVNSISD
PfG6PD inh: PfG6PD (Plasmodium falciparum) enzyme inhibition. PfGluPho enzyme, NADPH resazurin-diaphorase fluorescence. inhibition, % at 20 µM. hit rate 0.78% among 350,000;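 active = inhibition reaching at least a set limit at 20 µM in the primary screen, cut at about 59% in these data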;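 note: 0% = DMSO wells with substrate and 100% = DMSO wells lacking glucose-6-phosphate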
NR3A LBD binder: NR3A (human) ligand-binding domain modulation. NR3A LBD differential scanning fluorimetry, Tm shift; 0% = protein alone, 100% = glycine-bound protein. Tm shift relative to glycine control, % at 25 µM. hit rate 2.5% among 340,000;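 active = melting temperature shift of at least 10% of the positive control shift, at one fixed dose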
Starred values were filed as active, the others as inactive; i = inactive; . = not tested or not shown.

SMILES	MPTP inh	SENP7 inh	HKDC1 inhibitor	SENP8 block	ATG4B inhibitor	SENP6 block	PfG6PD inh	NR3A LBD binder
CCCCCCC1CCC(c2nc(-c3ccncc3)no2)CC1 (stereo unspecified)	0.4	3.7	1.0	-2.1	-2.2	-5.0	1.1	1.6
Cc1cccc(NC(=O)NNC(=O)c2sccc2-n2cccc2)c1	-0.2	-1.1	-4.9	12.3	5.2	-3.1	-5.7	13.4*
CC1CN(S(=O)(=O)c2cccc(C(=O)Nc3ccc4c(c3)CCC4)c2)CC(C)O1 (stereo unspecified)	1.0	-7.4	-6.5	12.2	-7.9	-15.1	4.2	-4.3
Cc1cc(C)cc(-n2nnnc2SCC(=O)N2CCOCC2)c1	-1.1	2.2	-2.1	18.8	-1.6	0.5	5.7	-0.4
N#CCOc1coc(CN2CCN(c3ccccc3)CC2)cc1=O	-0.6	-3.8	3.0	16.6	-0.9	-10.3	-14.5	1.7
Cc1ccc(NC(=S)N(CCN2CCCCC2)Cc2ccco2)cc1C	1.1	-4.0	-2.4	9.1	5.6	-23.4	-4.0	-1.1
Cc1cc(C)c(CN2CCCC(CNC(=O)c3ccc(F)cc3)C2)c(-n2cccn2)c1 (stereo unspecified)	-2.2	-3.5	-8.1	9.8	0.8	7.8	-9.4	-8.8
CCN(CC(=O)Nc1c(F)cccc1F)C(=O)/C=C/c1c(C)nn(-c2ccc(F)cc2)c1C	-0.4	3.1	-2.1	3.6	3.9	-3.7	-4.7	-0.3
CCCCCC(=O)NC(NC(=S)NC1CCS(=O)(=O)C1)C(Cl)(Cl)Cl (stereo unspecified)	19.9	-3.2	-10.7	8.3	0.6	-5.7	62.8*	-35.2
N#Cc1c(-c2ccc(F)cc2)noc1N	-1.5	11.0	-2.1	34.6	-0.8	3.8	-17.1	-0.6
Cc1ccc(S(=O)(=O)N2CCN(C(=O)CCc3nc4ccccc4c(=O)[nH]3)CC2)c(C)c1	-0.6	-8.6	10.7	0.5	-11.4	-6.8	3.7	-2.2
Cc1ccc(C(=O)Nc2cccc(C(F)(F)F)c2)cc1Nc1ccccn1	-0.3	-4.7	3.8	-36.8	-1.6	-11.0	32.6	-5.1
Cc1nc(C(F)(F)F)ccc1C(=O)Nc1ccc2ccccc2n1	-0.5	.	13.3	19.0	-8.2	.	-6.8	-0.3
Cc1ccccc1NC1=C(Cl)C(=O)OC1OC(=O)c1ccco1 (stereo unspecified)	0.9	1.3	-8.5	16.2	-4.3	0.4	4.5	0.8
CCCN(CCC)C(=O)C1CCCN1S(=O)(=O)c1cccc2nsnc12 (stereo unspecified)	-1.0	9.4	11.1	22.3	4.2	11.8	-12.7	-1.2
S=C(NCCc1ccccc1)N1CCN(C23CC4CC(CC(C4)C2)C3)CC1	35.6	-1.9	-1.5	7.0	-10.6	0.2	16.0	-0.6
COCc1ccccc1C1=CC(=O)C[C@H](c2ccc(F)cc2)C1	-0.3	-4.6	-5.7	9.8	-6.9	-1.9	9.4	-0.2
CCC(=O)Nc1ccccc1C(=O)OCC(=O)c1ccccc1	2.0	-8.2	2.6	5.6	4.6	-0.3	-5.5	-2.6
O=C1CC(C(=O)NC2CCCCC2)C2(CCCCC2)O1 (stereo unspecified)	0.0	0.5	-7.0	4.6	-2.6	7.4	-7.0	-0.6
O=C(NCc1cccnc1)C1CCN(S(=O)(=O)c2cccc(C(F)(F)F)c2)CC1	0.1	5.2	-4.5	11.3	3.0	4.0	6.6	0.2
COc1cc(-n2ccnc2SC)c(Cl)cc1Cl	-0.2	-6.2	2.4	26.9	0.8	-10.4	-13.1	-0.4
Clc1ccc2nc3ccccn3c2c1	1.1	-2.4	5.6	-358.1	-20.3	-9.3	4.7	-0.8
Cc1cc(C)c(S(=O)(=O)N2CCCC(C(=O)NCc3ccccn3)C2)c(C)c1 (stereo unspecified)	0.8	-3.1	3.0	12.3	-8.1	-3.8	4.6	0.5
COC(=O)C1=C(CS(=O)(=O)c2ccc(OC)cc2)NC(=O)NC1c1ccccc1 (stereo unspecified)	2.3	-2.7	0.8	7.7	-3.8	-3.7	-6.9	-0.9
CCC(=O)Nc1cccc(C(=O)c2ccc(C)c(C)c2)c1	1.1	-5.7	-2.1	16.8	-11.1	-7.0	6.2	-0.7
O=C(COc1cccc(-n2cnnn2)c1)N1CCOCC1	-0.5	0.1	8.6	12.7	0.6	-21.3	-16.8	-1.1
Cc1ccc(C(C[N+](=O)[O-])c2c(C)cc3ccccn23)cc1 (stereo unspecified)	3.5	7.7	-1.6	-6.5	3.1	-10.8	49.4	-0.8
CC1CC(=O)N(CC(=O)Nc2ccc(Br)cc2)c2ccccc2S1(=O)=O (stereo unspecified)	0.2	-0.3	-3.5	1.1	-7.8	-2.3	20.6	-3.0
Cc1cs/c(=N\N=C\c2cccc([N+](=O)[O-])c2)n1Cc1ccco1	1.4	-4.1	8.5	31.4	1.3	-8.8	6.4	-3.7
CCNc1ccc(S(=O)(=O)N(C)C)cc1NCC(=O)Nc1ccccc1Cl	1.6	-1.2	-11.6	9.0	-1.7	-6.0	7.0	1.7
CCOC(=O)c1sc(NC(=O)CN(CC(C)C)CC(C)C)c(C(=O)OCC)c1C	9.5	0.8	-1.4	3.3	-5.9	-5.3	8.0	1.2
CC(=O)Nc1cccc(NC(=O)CSc2ccc(-c3ccco3)nn2)c1	-0.6	2.2	9.7	-11.3	-8.7	10.3	15.1	0.9
Cc1ccc(-c2nc(C#N)c(N3CCCCC3)o2)cc1	0.0	-13.6	-0.1	-354.0	-6.6	-15.5	12.8	1.4
O=C(c1ccc2ccccc2c1)N1CCN(c2ccc(O)cc2)CC1	0.0	-0.5	8.3	12.9	-13.6	-5.6	54.4	1.7
CCCN(CC1CCCO1)C(=O)c1cc(COc2ccc(F)cc2F)on1 (stereo unspecified)	-0.9	2.2	3.7	15.2	13.1	-7.1	-29.0	0.8
Cc1ccc(OCc2nnc(SCC(=O)Nc3ncc(C)s3)o2)cc1	1.1	3.0	-3.1	11.9	6.0	0.4	-15.5	-2.1
CC(c1nnc(SCC(=O)N(C)C2CCS(=O)(=O)C2)n1-c1ccccc1)N(C)C (stereo unspecified)	-0.7	-12.8	-0.8	7.8	-0.3	3.1	2.3	0.9
Cc1cc(C)c(S(=O)(=O)c2ccc(Cl)cc2)c(=O)[nH]1	-0.7	-1.1	4.6	-57.0	-1.8	7.3	3.1	-1.8
N/C(=N\OC(=O)c1cccs1)c1cccc([N+](=O)[O-])c1	-0.8	1.4	-6.3	14.8	15.5	40.0	9.1	-2.8
O=C(O)c1ccc2[nH]c3c(c2c1)CSCC3	-1.3	-6.5	-0.4	-1.0	-1.4	6.7	14.2	0.3
Cc1nc2ccc(NC(=O)N3CCCCC3)cc2s1	0.2	-15.2	-10.1	-60.3	12.2	-11.7	1.6	-2.0
O=C(CNC(=O)c1ccccc1F)N/N=C/c1cccs1	0.3	-5.0	-0.9	42.0*	-3.9	-28.1	-9.0	-2.2
COc1cccc(NC(=O)Cc2nnc(SCC(=O)NC3CCCC3)n2C)c1	-0.4	-4.5	-1.3	4.8	-1.7	-38.4	3.6	-3.5
CCCCNC(=O)NNC(=O)c1ccc(F)cc1	0.0	-8.5	-8.5	14.5	-1.8	-1.7	-24.0	-2.0
Cc1ccc(OCC(=O)NCCCNC(=O)c2cccnc2)cc1	0.5	0.3	-4.8	8.4	-12.2	-0.4	-11.5	-0.2
Cc1ccc(/C=N/Nc2nnc(Cc3ccccc3)c(=O)[nH]2)o1	1.2	-2.3	8.9	20.1	1.2	-0.6	-12.5	0.0
CCN(CC)CCOC(=O)C(c1ccccc1)C1CCCCC1 (stereo unspecified)	0.1	6.5	-5.3	13.3	0.6	-10.9	-0.3	-2.2
O=C(CN(CC1CCCO1)C(=O)Cn1nnc(-c2ccc(F)cc2)n1)NC1CCCCC1 (stereo unspecified)	-2.1	4.0	-2.2	7.5	-4.4	-1.6	1.1	0.0

12 structures already listed, sorted by length of the SMILES, falling.
SMILES	MPTP inh	SENP7 inh	HKDC1 inhibitor	SENP8 block	ATG4B inhibitor	SENP6 block	PfG6PD inh	NR3A LBD binder
CCN(CC(=O)Nc1c(F)cccc1F)C(=O)/C=C/c1c(C)nn(-c2ccc(F)cc2)c1C	-0.4	3.1	-2.1	3.6	3.9	-3.7	-4.7	-0.3
CC(c1nnc(SCC(=O)N(C)C2CCS(=O)(=O)C2)n1-c1ccccc1)N(C)C (stereo unspecified)	-0.7	-12.8	-0.8	7.8	-0.3	3.1	2.3	0.9
COC(=O)C1=C(CS(=O)(=O)c2ccc(OC)cc2)NC(=O)NC1c1ccccc1 (stereo unspecified)	2.3	-2.7	0.8	7.7	-3.8	-3.7	-6.9	-0.9
CC1CC(=O)N(CC(=O)Nc2ccc(Br)cc2)c2ccccc2S1(=O)=O (stereo unspecified)	0.2	-0.3	-3.5	1.1	-7.8	-2.3	20.6	-3.0
Cc1ccc(C(=O)Nc2cccc(C(F)(F)F)c2)cc1Nc1ccccn1	-0.3	-4.7	3.8	-36.8	-1.6	-11.0	32.6	-5.1
Cc1ccc(C(C[N+](=O)[O-])c2c(C)cc3ccccn23)cc1 (stereo unspecified)	3.5	7.7	-1.6	-6.5	3.1	-10.8	49.4	-0.8
COCc1ccccc1C1=CC(=O)C[C@H](c2ccc(F)cc2)C1	-0.3	-4.6	-5.7	9.8	-6.9	-1.9	9.4	-0.2
Cc1ccc(OCc2nnc(SCC(=O)Nc3ncc(C)s3)o2)cc1	1.1	3.0	-3.1	11.9	6.0	0.4	-15.5	-2.1
Cc1ccccc1NC1=C(Cl)C(=O)OC1OC(=O)c1ccco1 (stereo unspecified)	0.9	1.3	-8.5	16.2	-4.3	0.4	4.5	0.8
O=C(CNC(=O)c1ccccc1F)N/N=C/c1cccs1	0.3	-5.0	-0.9	42.0*	-3.9	-28.1	-9.0	-2.2
Cc1nc2ccc(NC(=O)N3CCCCC3)cc2s1	0.2	-15.2	-10.1	-60.3	12.2	-11.7	1.6	-2.0
N#Cc1c(-c2ccc(F)cc2)noc1N	-1.5	11.0	-2.1	34.6	-0.8	3.8	-17.1	-0.6

Next records:
SMILES	MPTP inh	SENP7 inh	HKDC1 inhibitor	SENP8 block	ATG4B inhibitor	SENP6 block	PfG6PD inh	NR3A LBD binder
COc1ccc(NC(=O)N2CCCC2C(=O)NCC2CCCCC2)cc1 (stereo unspecified)	0.6	1.6	-8.6	5.7	-8.2	-5.6	5.8	-0.9
CCOC(=O)C1=C(O)/C(=C/c2ccc(OCC(=O)Nc3ccc(C)cc3)cc2)N=C1C	-3.1	-2.6	-3.4	-156.5	-11.2	-4.8	-8.7	9.8
C=CCn1c(SCC(=O)Nc2sccc2C#N)nc2sc(C)c(C)c2c1=O	1.4	-6.7	-3.5	-61.7	-4.7	-24.6	3.9	1.0
CCOc1ccc2nc(NCCCNC(=O)c3cc(OC)c(OC)c(OC)c3)c(C#N)cc2c1	2.9	5.5	2.8	-383.7	-5.0	-11.6	18.4	-0.1
CN(C)Cc1c(O)ccc2cc(-c3nc4ccccc4n3C)c(=O)oc12	2.2	5.0	-2.4	i	7.3	2.0	7.3	-1.5
Cc1ccc(OCC(=O)N/N=C\c2cn(Cc3ccccc3)c3ccccc23)cc1C	-4.8	0.0	-12.9	-8.4	42.7*	-10.3	6.2	1.9
Cn1c(CNC(=O)CNC(=O)Cc2ccccc2)cc(=O)n(C)c1=O	-1.8	7.0	-0.7	11.8	-7.1	-3.7	6.4	0.0
COc1ccc(CC(=O)Nc2ccccc2C(=O)N2CCOCC2)cc1OC	0.2	0.6	-8.1	-1.6	-3.0	-21.1	8.3	-7.5
CCN(CC)S(=O)(=O)c1ccc(OC)c(NC(=O)Cc2cccs2)c1	1.1	12.7	0.3	16.8	7.9	10.5	8.6	-3.5
Cn1cc(CN2CCC(n3nccc3NC(=O)C3CCCC3)CC2)cn1	-0.5	2.2	-4.3	-2.3	-5.8	-2.3	4.7	2.5
CCn1c(SCC(=O)NC(=O)NCc2ccco2)nnc1-c1cccs1	-1.0	-1.2	-1.6	0.0	0.6	-12.9	0.5	-1.3
